P. falciparum M17LAP – P. falciparum M17LAP inhibitors, primary screen, biochemical, fluorogenic H-Leu-NHMec substrate, 1536-well (AID 1619). recombinant M17LAP, H-Leu-NHMec fluorogenic kinetic assay; higher % means a stronger effect. one-dose inhibition, % at 30 µM; IC50 in µM for titrated hits. hit rate 0.38% among 220,000;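 active = compound inhibiting the enzyme by more than half at any dose during confirmatory dose-response retesting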;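 also: plate controls were full reaction with DMSO carrier for no effect and no enzyme background for full effect; strong numbers were not always called active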
HEK293 NOD2/NF-kB – NOD2 signaling inhibitors, cell-based, luminescence, uHTS, HEK293 (AID 1566). HEK293 NOD2/NF-kB luciferase reporter, luminescence; higher % means a stronger effect. hit rate 0.63% among 290,000. inhibition, % at 4 µM, or EC50 in µM where a hit was titrated; in the data active = inhibition above about 50%; also: many of its hits are not listed in these tables
Ins promoter up – MIN6 insulin promoter up-regulation; MIN6 insulin promoter-GFP reporter, high-content imaging; hits give high values; hit rate 0.3% among 190,000; z-score at 5 µM; AID 1625;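 active = z-score above 3 at 5 µM with at least 500 cells counted in the well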
b-catenin transl – beta-catenin nuclear translocation modulation; nuclear translocation activity, % at 5 µM; AID 1665; HeLa beta-catenin nuclear translocation, immunofluorescence imaging; hit rate 0.3% among 190,000;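 active = nuclear translocation activity above 50% at 5 µM, with a well cell count of 50 or more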;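 also: per-cell ratio of nuclear to cytoplasmic median beta-catenin stain intensity; plate controls were DMSO negative control for no effect and GSK-3 inhibitor IX positive control for full effect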
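Test system: human HeLa cell line; Doses: 5 µM primary, 0.02–20 µM confirmation; Incubation: 24 h compound exposure, 37°C; Detection: beta-catenin immunofluorescence imaging with DAPI; Read-out: beta-catenin nuclear/cytoplasmic ratio, % activation.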
Yfh1-off respiration – mitochondrial function rescue without frataxin homolog – Friedreich's ataxia, plus single-dose screen, dose response (AID 1465); S. cerevisiae Yfh1-off respiration, WST-1 reduction, 72 h; higher fold induction means a stronger effect; hit rate 0.074% among 220,000; one-dose fold induction at 50 µM; EC50 in µM for titrated hits;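 active = fold induction of absorbance versus untreated yeast above a set limit, then at least 30% activation at any dose in follow-up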;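 also: activators that raise dye reduction in frataxin-depleted yeast; strong numbers were not always called active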
Autophagy HCS – alters autophagy in cells. MEF GFP-LC3 puncta imaging; test concentration mostly 10 µM. calls only at 10 µM (by protocol). hit rate 0.98% among 190,000. AID 463193;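 active = percentage of spot-positive cells more than 3 SD above its plate mean, without a fluorescence outlier flag or 80% toxicity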;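 also: spot-positive cell cutoff set from DMSO-treated cells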
Dynein transport – blocks dynein driven cargo transport along microtubules. 3617.4 mouse cells, GR-EGFP nuclear translocation imaging; test concentration mostly 20 µM; stimulated with dexamethasone, 1 µM; hits give low values. z-score, hits read low. hit rate 0.47% among 220,000. AID 1381;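 active = plate z-score of nuclear minus cytoplasmic receptor signal below a set negative limit, without overly bright fluorescence or cell loss, cut at about -3.5 in these data, passing the limit was not always enough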;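 also: z-score of nuclear minus cytoplasmic ring GR-EGFP intensity difference per well; some compounds called inactive have numbers as strong as hits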
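medium = tetracycline-free induction medium containing charcoal-stripped FBS | probe or stimulus = dexamethasone, 1.0 µM final | timing = 48 h induction, then 1 h compound, then 30 min agonist, 37 °C | detection = automated 10x imaging of fixed Hoechst-stained cells | read-out basis = nuclear versus cytoplasmic GR-EGFP signal, averaged per well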
NOD1 NF-kB reporter – NOD1 signaling inhibitors, primary screen, cell-based, luminescence, uHTS (AID 1578); inhibition, % at 4 µM; hits with a dose series show EC50 in µM; NOD1-driven NF-kB luciferase reporter cells, luminescence; higher % means a stronger effect; hit rate 1% among 290,000; in the data active = inhibition mostly above about 36%, no sharp cut-off; inactive = mostly below about 34%;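 also: HEK-293T reporter cells stimulated with the NOD1 agonist gamma-tri-DAP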
MT stabilizer – microtubule stabilization, imaging screen. hit rate 0.83% among 200,000. HeLa tubulin immunostaining HCS, 24 h; share of cells brighter than vehicle mean+2SD. % tubulin-high responders, % at 10 µM. AID 2205;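 active = plate Z-score above 3 for both tubulin-high and condensed-nucleus cell shares, with cell loss under 80%, at 10 µM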;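 also: anti alpha tubulin signal scored within the nucleus-defined area of each cell; some results filed as inactive read as strong as hits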
Dynein transport cytoplasmic EGFP – second read-out of Dynein transport, no call of its own (marks repeat the call); z-score; measured here: cytoplasmic GR-EGFP intensity; hits give high values
Dynein transport nuclear GR-EGFP – also measured in Dynein transport; calls as there; z-score; measured here: nuclear GR-EGFP intensity;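 lower value marks the stronger effect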
Dynein transport cell count – recorded beside Dynein transport, whose call it bears; z-score; measured here: cell count per field
Ins promoter up cell count – further read-out of Ins promoter up, marked with its call; cell count; measured here: cytotoxicity, nuclei count;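 total cells summed across four imaged fields per well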
b-catenin transl cell count 5 µM – also measured in b-catenin transl; calls as there; cell count; measured here: cell count, cytotoxicity flag
MT stabilizer Hoechst-high % – also measured in MT stabilizer; calls as there; % Hoechst-high responders; measured here: nuclear condensation Hoechst responders;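 share of cells brighter than vehicle mean plus two SD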
MT stabilizer cytotoxicity % – further read-out of MT stabilizer, marked with its call; toxicity, %; measured here: cytotoxicity by cell density;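 0% = mean cell density of plate MIN control wells and 100% = no cells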
Autophagy HCS cell loss 18 h – recorded beside Autophagy HCS, whose call it bears; toxicity, %; measured here: cell loss, nuclei count;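 cell loss after 18 h compound exposure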
An asterisk follows results filed as active; i = inactive; · = not tested or not shown; + = active, no number.

item	Compound	HEK293 NOD2/NF-kB	Autophagy HCS	P. falciparum M17LAP	Dynein transport cell count	Dynein transport	Autophagy HCS cell loss 18 h	Dynein transport nuclear GR-EGFP	Yfh1-off respiration	NOD1 NF-kB reporter	MT stabilizer cytotoxicity %	MT stabilizer Hoechst-high %	Ins promoter up	b-catenin transl cell count 5 µM	Dynein transport cytoplasmic EGFP	Ins promoter up cell count	MT stabilizer	b-catenin transl
1	CC1CCCCN1C(=O)Cn1c(=O)n(C2CCCCC2)c(=O)c2ccccc21 (stereo not given)	-1.3%	i	2.3%	0.678	-0.783	9.7	-0.265	i	-10.2%	2.9	4.1	-0.15	1110	-0.256	1263	5.5	-2.0
2	Cc1nc(CCNC(=O)c2cc(COc3ccc(F)cc3Cl)on2)sc1C	-15.2%	·	6.2%	-0.975	1.14	·	1.06	i	10.0%	·	·	0.07	1321	-0.199	966	·	0.7
3	Cn1c(=O)[nH]c(=O)c2c1nc(NC1CCCCC1)n2CCO	5.4%	·	4.2%	-1.48	0.892	·	0.979	i	-0.2%	·	·	1.46	1183	-0.652	1019	·	-2.4
4	Cc1ccc(C(=O)N/C(=C/c2ccc(-c3cc(C(F)(F)F)ccc3Cl)o2)C(=O)NCc2cccnc2)cc1	-21.2%	i	4.2%	0.894	-0.103	-5.2	-0.0466	i	-19.1%	7.8	3.6	-1.09	·	-0.365	1394	3.3	·
5	Cc1ccnc(SCCn2c(N3CCN(C)CC3)nc3c2c(=O)n(C)c(=O)n3C)n1	0.4%	·	-3.6%	-0.194	0.0634	·	-0.23	i	-10.8%	·	·	-0.66	1250	-0.121	981	·	-0.2
6	Cc1[nH]c2ccccc2c1SCC(=O)N1CCN(c2ccccc2)CC1	3.7%	i	-7.4%	-0.595	0.374	4.3	0.296	i	-22.8%	5.7	2.1	·	1200	-0.109	·	6.0	-3.8
7	C=CCn1c(SCC(=O)c2c(C)[nH]c3ccccc23)nnc1-c1ccncc1	16.8%	i	-1.0%	-1.65	1.29	2.6	1.38	i	-24.0%	8.8	1.9	0.29	1522	0.421	1513	5.0	0.1
8	COc1ccc(COCCN2CCN(S(=O)(=O)c3ccccc3)CCC2=O)cc1	9.5%	·	-5.2%	-0.0991	-0.336	·	-0.211	i	-2.0%	·	·	0.19	1202	-0.777	918	·	0.3
9	O=C(NC(Cc1ccccc1)C(=O)O)/C(=C\c1ccc(F)cc1)NC(=O)c1ccccc1 (stereo not given)	13.5%	i	15.8%	-1.01	1.02	16.3	0.621	i	-28.6%	9.2	2.0	0.01	1336	0.205	1498	2.3	0.2
10	CCOC(=O)c1c(C)[nH]c(C2=NNC(=Nc3ccc(OCC)cc3)SC2)c1C	1.3%	i	0.0%	-0.0477	0.173	-0.2	-0.218	i	-31.6%	6.1	1.2	·	922	-0.31	·	3.2	-0.1
11	Cc1ccc2nc(Nc3nc(CSc4nc5ccccc5s4)cc(=O)[nH]3)nc(C)c2c1	-5.2%	i	9.8%	0.406	-0.0345	2.9	-0.224	·	1.0%	6.8	2.4	-1.13	·	-0.233	1001	4.3	·
12	CC1(C)C(=O)Nc2ccccc2N1C(=O)CSc1ncccn1	7.6%	i	1.8%	-0.801	1.76	3.9	0.588	i	-26.3%	4.9	1.2	·	1113	-0.357	·	5.5	-2.3
13	COc1cc(/C=C2\CCc3c2nc2ccccc2c3C(=O)O)cc(OC)c1OC	25.2%	·	12.8%	0.371	0.83	·	0.0239	i	0.0%	·	·	0.23	1041	-0.3	1413	·	-0.2
14	CC(C)NC(=O)/C(=C\c1cccc([N+](=O)[O-])c1)NC(=O)c1ccccc1	-6.5%	i	-4.1%	0.362	-0.73	-1.6	-0.494	i	1.8%	5.4	1.4	0.08	1426	-0.163	1602	1.3	-1.7
15	Cc1c(C(=O)NCC2CCCO2)oc2ccc(S(=O)(=O)N3CCCC3)cc12 (stereo not given)	4.7%	i	-4.3%	-0.141	-0.16	9.2	0.313	i	-16.5%	6.0	2.1	0.34	·	-0.195	1293	3.1	·
16	Cc1cc(C(=O)Nc2sc3c(c2C#N)CCC3)no1	-74.8%	i	-3.3%	0.815	-0.386	8.9	-0.169	i	-28.5%	33.4	5.0	0.42	·	-0.253	1164	21.7	·
17	CCOC12NC(=O)CC(=O)N1C(c1ccccc1)=CS2 (stereo not given)	3.4%	i	-0.1%	0.0805	0.014	-16.1	0.248	i	-10.9%	7.4	1.6	-0.51	·	-0.213	1058	4.4	·
18	CC1(C2CC2)NC(=O)NC1=O (stereo not given)	4.3%	i	-7.5%	0.693	-1.34	-3.2	-0.811	i	-6.2%	5.6	1.4	0.4	·	-0.27	962	2.0	·
19	COc1ccc(NC(=O)Nc2cccc(C(=O)N3CCOCC3)c2)cc1OC	6.1%	i	7.4%	0.00893	0.622	5.7	-0.173	i	-5.2%	9.7	2.2	1.42	818	-0.358	1388	2.8	-1.7
20	CC1CCCN(CCCNC(=O)c2coc3nc4ccccc4nc23)C1 (stereo not given)	-25.9%	i	-419.8%	0.815	-0.462	-5.1	-0.319	i	-3.6%	8.9	1.9	0.32	1065	0.115	1525	1.3	1.6
21	Cc1cc(C)n(-c2ccc(-n3ccnc3)nn2)n1	-3.0%	i	-1.9%	-0.585	0.397	-6.7	0.524	i	-21.5%	6.1	1.5	0.46	891	1.67	1325	7.2	-6.6
22	NC(=O)c1ccccc1O	13.3%	i	-19.9%	1.12	-1.31	3.7	-0.0837	i	-57.2%	4.7	2.2	·	·	-0.294	·	5.3	·
23	O=C1CC(C(=O)Nc2ccc(Cl)cc2[N+](=O)[O-])C2(CCCCC2)O1 (stereo not given)	19.3%	i	-7.8%	0.35	-1.24	1.3	-0.411	i	-4.1%	4.7	2.1	-0.37	507	-0.253	1200	7.1	-3.4
24	CC(=O)c1c(Nc2ccc3c(c2)OCCO3)oc(C)cc1=O	-7.1%	i	9.9%	0.669	-0.884	6.0	-0.373	i	-11.1%	9.3	2.8	-0.04	·	-0.122	974	3.0	·
25	CCOC(=O)C1=C(C)Nc2nc(SCc3cccnc3)nn2C1c1ccc(OC)cc1 (stereo not given)	16.3%	·	-2.2%	0.328	-0.0383	·	-0.0118	i	12.2%	6.4	2.7	-0.09	1143	-0.238	950	1.6	-0.5
26	O=C(Cn1cnc2c(nnn2Cc2ccc(F)cc2)c1=O)NCc1ccc2c(c1)OCO2	20.4%	i	6.3%	-0.0921	-0.0784	-2.2	0.391	i	-20.2%	5.6	2.6	0.1	1133	0.145	1173	3.2	0.4
27	CCc1nc2ccccc2c(NC(=O)CN2CCC(C)CC2)c1C	19.5%	i	7.4%	0.0728	-0.139	-4.6	0.0999	i	18.6%	10.3	2.1	-0.36	1166	-0.199	1220	2.6	0.7
28	COc1ccc(OC)c(NC(=O)CSc2ncccn2)c1	-5.9%	i	-8.1%	0.1	-0.922	4.6	-0.479	i	19.6%	5.5	2.1	0.45	933	0.267	873	2.8	2.1
29	CCN1C(=O)/C(=C\c2cn(-c3ccccc3)nc2-c2cccnc2)SC1=S	3.5%	+	-5.6%	-1.49	0.899	-11.2*	0.0294	i	-59.9%	0.2	3.8	1.08	1131	-0.0508	1294	1.2	-0.2
30	O=C(O)c1cc(S(=O)(=O)N2CCN(c3ccccn3)CC2)ccc1Cl	-22.1%	i	7.6%	-0.944	0.569	-2.0	0.199	i	-8.1%	7.2	1.8	-0.17	1135	-0.0889	1645	2.3	-2.5
31	N#Cc1c(Nc2ccc(F)cc2)sc(C(=O)c2ccc(F)cc2)c1N	8.2%	i	7.1%	0.802	-0.882	14.2	0.0279	i	25.2%	12.4	1.8	0.08	1444	-0.195	1250	3.5	1.2
32	CSCc1nc2scc(-c3ccccc3)c2c(=O)[nH]1	1.1%	i	-4.1%	0.119	-0.255	-5.0	-0.213	i	-41.0%	5.4	2.2	-0.57	1105	-0.182	1280	1.3	-3.0
33	COc1ccc(/C=N\NS(=O)(=O)c2ccc(C)cc2)cc1COc1ccccc1[N+](=O)[O-]	8.7%	i	-2.0%	0.463	-0.673	-4.5	-0.445	i	6.2%	9.5	3.0	·	488	-0.186	·	4.3	3.8
34	O=S(=O)(c1ccccc1)N(CC(O)CN1CCCCC1)c1ccccc1 (stereo not given)	-3.9%	i	-3.4%	1.08	0.0926	-22.7	0.333	i	13.3%	5.6	2.1	1.71	·	-0.214	847	1.8	·
35	C(=N\n1cnnc1)/c1ccccc1OCCOc1ccccc1	-1.2%	i	2.1%	-0.271	-0.563	9.3	-0.166	i	-16.5%	7.8	1.3	0.52	1057	-0.411	1161	2.8	-3.1
36	CCOC(=O)c1c(CN2CCN(c3ccccc3)CC2)oc2ccc(O)cc12	14.3%	i	-0.4%	0.36	0.474	-5.7	0.421	i	-6.4%	33.4*	28.7*	1.18	1053	-0.235	1414	12.6*	3.0
37	Cc1nc(SCC(=O)N2CCN(c3ccccc3)CC2)c2oc3ccccc3c2n1	-13.6%	i	4.8%	-0.134	-0.217	0.9	-0.19	i	33.4%	7.4	1.0	1.72	896	-0.194	1051	1.8	0.9
38	COCC(=O)NCCSc1c(C)[nH]c2ccccc12	-0.8%	i	1.4%	-0.0312	-0.4	-3.7	-0.216	i	0.1%	10.0	2.7	1.19	1076	-0.227	1640	7.0	1.2
39	Cc1ccc([N+](=O)[O-])cc1S(=O)(=O)Nc1ccccn1	9.6%	i	8.1%	0.567	1.17	15.7	-0.187	i	-28.6%	6.2	1.0	0.49	1086	-0.328	1174	2.9	0.4
40	CCOC(=O)Nc1c(O)ccc2oc(C)c(-c3ccccc3)c12	2.0%	i	17.3µM*	0.101	-0.873	3.1	-0.241	i	36.8%	7.8	1.6	1.35	920	-0.251	1162	2.9	-0.4

Screens as filed in PubChem BioAssay.

Not all compounds are listed; rates above refer to the full screens.
